Source: PubChem (Sanford-Burnham Center for Chemical Genomics)
A3A deaminase: APOBEC3A ssDNA deaminase inhibitors, primary screen, selectivity assay for APOBEC3G inhibitor project, biochemical, FAM/TAMRA oligo cleavage fluorescence; actives 0.41% (n = 330,000); inhibition, % at 20 µM; AID 493011, 2011; recombinant A3A, FAM/TAMRA ssDNA deamination fluorescence;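 active = at least 40% inhibition at 20 µM here, with at most 30% in a related deaminase screen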;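 also: plate controls were A3A with DMSO for no effect and wells lacking A3A enzyme for full effect; some results filed as inactive read as strong as hits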
MPTP inh: mitochondrial permeability transition pore inhibitors, primary screen, biochemical, isolated mouse mitochondria, absorbance; inhibition, % at 10 µM; Ca2+ swelling absorbance, 30 min; AID 602449, 2012; actives 1.4% (n = 360,000);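 active = inhibition of 50% or more, scaled per plate between neutral and stimulator controls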;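 also: 0% = DMSO wells given calcium and 100% = 1 mM EGTA wells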
CCR6 antag: CCR6 receptor antagonists, primary screen, cell-based, CHO-K1, luminescence, beta-arrestin, uHTS; C-C chemokine receptor type 6 (Homo sapiens), P51684; CHO-K1 CCR6 PathHunter beta-arrestin, CCL20-stimulated; inhibition, % at 20 µM; actives 0.49% (n = 340,000);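 active = compounds whose inhibition of the agonist-driven luminescence signal at 20 µM reaches about 50%, limit read from the data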;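 also: cells stimulated with CCL20 at 14 nM final; plate controls were DMSO with CCL20 for no effect and DMSO without agonist for full effect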
Target sequence (P51684 whole entry, looked up): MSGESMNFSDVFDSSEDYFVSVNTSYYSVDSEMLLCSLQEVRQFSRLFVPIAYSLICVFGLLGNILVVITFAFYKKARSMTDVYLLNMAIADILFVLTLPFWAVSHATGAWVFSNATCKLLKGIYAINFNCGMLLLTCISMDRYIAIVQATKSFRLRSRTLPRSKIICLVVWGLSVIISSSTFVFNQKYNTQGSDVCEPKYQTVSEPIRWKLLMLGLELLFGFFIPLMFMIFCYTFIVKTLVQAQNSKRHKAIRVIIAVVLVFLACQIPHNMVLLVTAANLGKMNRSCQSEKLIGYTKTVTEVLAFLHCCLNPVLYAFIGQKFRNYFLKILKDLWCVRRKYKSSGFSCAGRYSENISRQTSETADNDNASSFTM
APOBEC3G inh: APOBEC3G DNA deaminase inhibitors, primary screen, biochemical, fluorescence, single-stranded DNA substrate, uHTS; DNA dC->dU-editing enzyme APOBEC-3G (Homo sapiens), Q9HC16; recombinant A3G, ssDNA deamination FAM/TAMRA fluorescence; inhibition, % at 20 µM; actives 0.28% (n = 330,000); AID 493012, 2011;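 active = inhibition of at least 40% at 20 µM, with no more than 30% in the related APOBEC3A deaminase screen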;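 also: plate controls were DMSO wells with A3G for no effect and wells lacking A3G enzyme for full effect; some compounds called inactive have numbers as strong as hits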
NR3A LBD binder: binders of NR3A ligand-binding domain, primary screen, biophysical, differential scanning fluorimetry, uHTS | Glutamate receptor ionotropic, NMDA 3A (GRIN3A) ligand-binding domain | NR3A LBD differential scanning fluorimetry, Tm shift; 0% = protein alone, 100% = glycine-bound protein | Tm shift relative to glycine control, % at 25 µM | actives 2.5% (n = 340,000);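 active = melting temperature shift of at least 10% of the positive control shift, at one fixed dose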
EBI2 block: EBI2 receptor antagonists, beta-arrestin recruitment, primary screen, cell-based, luminescence, 7a,25-OHC stimulation, uHTS; AID 651636, 2012; inhibition, % at 5 µM; 7a,25-OHC stimulated; actives 0.81% (n = 360,000); G-protein coupled receptor 183 (Homo sapiens), P32249; in the data active = inhibition above about 38%;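 also: enzyme fragment complementation signal reports receptor beta-arrestin coupling in cells; 0% = agonist plus DMSO wells and 100% = wells without agonist; some results beyond the cut were filed as inactive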
Target sequence (P32249 whole entry, looked up, the tested form may be a part): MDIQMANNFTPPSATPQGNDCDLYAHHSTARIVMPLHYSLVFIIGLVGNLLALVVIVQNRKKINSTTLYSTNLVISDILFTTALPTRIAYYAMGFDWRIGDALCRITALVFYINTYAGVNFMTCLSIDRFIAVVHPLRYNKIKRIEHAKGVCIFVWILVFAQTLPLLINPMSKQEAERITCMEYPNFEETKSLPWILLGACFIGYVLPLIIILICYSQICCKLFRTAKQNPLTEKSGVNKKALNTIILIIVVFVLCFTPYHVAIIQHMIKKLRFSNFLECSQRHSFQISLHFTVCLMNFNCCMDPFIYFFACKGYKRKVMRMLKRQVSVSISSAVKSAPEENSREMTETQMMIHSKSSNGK
CXCR6 inh: CXCR6 receptor inhibitors, primary screen, cell-based, beta-arrestin, luminescence, CHO-K1 PathHunter, 1536-well. C-X-C chemokine receptor type 6 (Homo sapiens), O00574. inhibition, % at 20 µM. actives 0.36% (n = 360,000). AID 602244, 2012; in the data active = inhibition above about 34%, passing the limit was not always enough;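 also: antagonist mode with CXCL16 agonist at 10 nM final; 0% = 10 nM CXCL16 with DMSO and 100% = unstimulated wells without agonist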
Target sequence (O00574 whole entry, looked up): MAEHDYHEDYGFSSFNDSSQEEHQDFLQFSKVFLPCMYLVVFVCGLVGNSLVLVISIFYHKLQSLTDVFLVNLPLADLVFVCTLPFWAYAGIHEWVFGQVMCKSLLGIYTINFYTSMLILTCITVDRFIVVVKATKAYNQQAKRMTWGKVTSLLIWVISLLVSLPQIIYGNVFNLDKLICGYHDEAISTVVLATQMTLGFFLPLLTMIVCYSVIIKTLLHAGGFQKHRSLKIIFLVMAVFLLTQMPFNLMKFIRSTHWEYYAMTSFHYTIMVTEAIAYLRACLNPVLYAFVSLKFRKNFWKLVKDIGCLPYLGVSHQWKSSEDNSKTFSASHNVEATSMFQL
Gli-Sufu block: Gli-Sufu pathway antagonists, primary screen, luciferase luminescence, Sufu-KO-LIGHT cells, uHTS; AID 588413, 2011; actives 0.74% (n = 340,000); inhibition, % at 5 µM; Sufu-KO-LIGHT fibroblasts, Gli luciferase reporter luminescence;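 active = inhibition above about 55%, limit read from the data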;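 also: 0% = DMSO-treated cells and 100% = wells with medium but no cells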
* hit, by the source's call; x = no result given.

SMILES	A3A deaminase	MPTP inh	CCR6 antag	APOBEC3G inh	NR3A LBD binder	EBI2 block	CXCR6 inh	Gli-Sufu block
COc1ccc(C(c2nnnn2Cc2cccs2)N2CCC(C(N)=O)CC2)c(OC)c1 (stereo not given)	0	-4.0	-3	-2	3	3	-2	-1
CCN1C[C@@H]2[C@@H]3C(=O)N(C)C(=O)[C@@H]3[C@](Cc3ccccc3)(C1=O)N2C(=O)c1ccc(C)cc1	x	-0.3	16	x	2	-10	-6	-14
COC(=O)COc1cccc(-n2cnnn2)c1	-3	2.8	0	-4	-2	1	-6	-1
Cc1nc2ccccc2c(=O)n1-c1cccc(NS(=O)(=O)c2ccccc2)c1	-5	-2.7	7	-9	1	-6	0	2
CCC1(C)CC2(CCCN(CCC(=O)c3ccccc3)C2)CCO1 (stereo not given)	-3	-0.4	3	-4	-1	7	-2	-1
CCN(CC)C(=O)Cn1c(=O)n(C)c2ccccc21	4	0.2	18	-1	0	-1	3	-1
CCc1ccc(C(=O)C(C)OC(=O)Cn2cnc3c2c(=O)n(C)c(=O)n3C)cc1 (stereo not given)	-4	0.6	2	-12	2	8	6	3
CCCC(C)NC(=O)C1c2ccccc2Oc2ccccc21 (stereo not given)	-8	0.1	17	-4	0	16	1	2
Cn1c(Cc2nc3ccccc3n2C)nc2ccccc21	-3	0.4	6	-5	-2	-17	-1	-6
CCC(C)(C)NC(=O)C(OC(=O)c1cc2sccc2n1C)c1ccc(OC)cc1 (stereo not given)	1	1.6	16	-7	1	13	14	21
COc1cccc(/C=C(/C(=O)OCC(=O)NCC2CCCO2)c2ccccc2)c1 (stereo not given)	2	5.0	11	-2	0	-2	5	7
CCN1CCCc2cc(CN(CCN3CCOCC3)C(=S)Nc3cccc(C)c3)ccc21	-1	4.5	13	-7	0	4	4	0
O=C(NCc1ccco1)/C(=C\c1cccc([N+](=O)[O-])c1)NC(=O)c1ccco1	-5	-2.0	10	-6	-2	-11	-4	-15
COc1ccc(NS(=O)(=O)c2ccc(NS(=O)(=O)c3cccs3)cc2)cc1	-3	-0.9	3	-3	-13	-8	1	25
Cc1sc2nc(CSC(C)C(=O)N3CCOCC3)[nH]c(=O)c2c1C (stereo not given)	-5	-0.5	1	-9	-1	-4	-10	8
Cc1nc(N)nc(N(C)c2ccccc2)c1Br	x	-0.3	7	x	1	7	-11	0
COc1ccc(C2=CC(c3ccc(OC)c(OC)c3)n3nnnc3N2)c(OC)c1 (stereo not given)	2	-0.1	-10	-3	-2	0	-5	-1
COc1ccccc1/C=C/C(=O)NCC(=O)N/N=C(/C)c1ccc(Cl)cc1	-1	-0.1	18	-2	-4	7	4	-10
CNC(=O)c1nc(C)n(-c2ccc(Cl)cc2Cl)n1	-3	-0.6	0	-4	2	-5	1	-9
O=C(NCCS(=O)(=O)N1CCN(c2ccc(F)cc2)CC1)c1ccc2c(c1)OCO2	-1	-0.2	10	-5	1	5	0	-4
CC(C)(C)[C@H]1COC(=O)CCCC/C=C\C[C@H](CC(=O)NCCO)C(=O)N1	-3	0.5	-8	-9	0	-12	-4	-4
COc1cc(C(=O)NC(c2ccccc2)c2ccccc2)cc(OC)c1OC	-2	-0.2	9	-4	3	2	3	10
COc1cccc(OC)c1C(=O)Nc1ccccc1Sc1ccccc1	5	0.3	14	1	-1	8	-3	3
COc1cc(OC)cc(-c2cc(N)n(S(=O)(=O)c3cccc4nsnc34)n2)c1	-7	6.8	6	-7	-9	34	-5	4
C=CCSc1nnc(NC(=O)c2c(CC)noc2C)s1	21	-2.0	-6	-4	-2	6	7	-2
c1ccc2c(-n3cccn3)cccc2c1	-3	-1.6	6	-6	2	-7	-7	2
Fc1cccc(NC(=S)Nc2cccc3ccccc23)c1	-3	11	6	3	-5	-3	-8	5
CCOc1ccc(C(CC(=O)O)NC(=O)CCCOc2ccc(Cl)cc2C)cc1 (stereo not given)	-1	-0.3	-4	-1	-2	-5	-4	-4
COC(=O)c1[nH]c2c(c1C)C(=O)CC(c1cccs1)C2 (stereo not given)	3	2.0	20	-4	0	-13	-8	30
COc1ccc(-c2n[nH]c(C)c2-c2ccc(Cl)cc2)c(O)c1OC	0	8.8	0	-4	-18	-15	12	11
Cc1ccccc1-n1c(-c2ccoc2C)n[nH]c1=S	-1	1.2	-5	22	-8	-6	-1	-12
Cc1ccc(OCCNC(=O)CNC(=O)c2ccc3c(c2)OCO3)cc1	-1	-0.5	-2	-9	1	9	-10	12
O=C(Nc1ccc(N2CCOCC2)cc1)C1CCCCN1S(=O)(=O)c1ccccc1 (stereo not given)	5	2.8	-3	4	-1	2	3	-4
Cc1ccc(O)c(Nc2ncnc3ccc([N+](=O)[O-])cc23)c1	1	1.0	-10	-3	1	-6	-13	2
CCNc1ccc(P(=O)(c2ccccc2)c2ccccc2)cc1	-3	-1.2	1	-2	-2	-13	-2	-1
COC(=O)C(C)NC(=O)C12CC3CC(CC(C3)C1)C2 (stereo not given)	3	0.8	3	-4	0	0	-5	-2
COc1ccc(S(=O)(=O)Nc2ccc3c(c2)OCCO3)cc1OC	-6	-0.1	7	-8	-1	-7	0	10
C=CCN([C@@H](CC(C)C)C(=O)OC)S(=O)(=O)N(CC=C)[C@@H](CC(C)C)C(=O)OC	0	3.3	28	-6	1	10	-4	0
Cc1ccc(S(=O)(=O)c2cnc3cc(C)nn3c2N)cc1	-2	-0.6	9	-3	1	-1	-3	-4
Cc1ccccc1C(=O)O/N=C(\N)c1ccccc1	-2	0.1	-9	-6	2	8	-18	-93
COc1cccc(NC(=O)c2ccc(CN3CCOCC3)cc2)c1	3	0.1	-11	2	-3	-2	0	-50
Cc1cc(C(=O)CSc2nnc(-c3ccccc3)n2-c2ccccc2)c(C)n1-c1ncn[nH]1	-2	0.6	6	-6	0	-2	1	8
COc1ccc(NC(=O)CS(=O)c2ccccc2Cl)cc1 (stereo not given)	2	0.0	4	5	-2	2	-12	-5
CCOc1ccc(C2CC(c3ccc(F)cc3)Nc3nc(N)nn32)cc1 (stereo not given)	3	-2.3	9	2	0	-2	-3	-3
CCc1ccccc1NC(=O)CNC(=O)c1ccc(-n2cncn2)c([N+](=O)[O-])c1	3	0.4	-7	-4	0	2	-4	-7
Oc1[nH]c2ccc(Br)cc2c1N=NC(=S)NCC1CCCO1 (stereo not given)	-5	7.9	27	-5	-5	8	16	0
CC1(C)SC2c3ccccc3C(=O)N2C1C(=O)O (stereo not given)	x	0.4	0	x	3	-10	6	-11
COc1cc(NC(=O)C2CCCO2)c(OC)cc1NC(=O)c1ccccc1 (stereo not given)	2	-0.7	-17	-4	-4	-9	-9	4
COc1ccc(NC(=S)NC(NC(C)=O)C(Cl)(Cl)Cl)c([N+](=O)[O-])c1 (stereo not given)	-5	4.3	33	-5	-2	-14	1	-2
O=C(C1CCN(S(=O)(=O)c2cnc[nH]2)CC1)N1CCc2ccccc2C1	-1	0.0	-13	-3	0	-1	0	6
Cc1ccc2c(CN3CCN(Cc4ccccc4)CC3)cc(=O)oc2c1C	-4	-0.8	-2	-8	1	9	-19	12
CCN(CC)c1ccc(/C=N/NC(=O)CNC(=O)c2ccc3c(c2)OCCO3)cc1	-1	0.9	1	-6	-2	3	-8	9
COc1ccc(C(=O)N2CCN=C2SCc2cccnc2)c(OC)c1	-1	-3.0	-3	-4	0	-7	-7	2
CC1=CC(C)(C)N(C(=O)CSc2nnc(N)s2)c2ccccc21	-1	0.6	-28	-4	-1	-8	0	1
COc1cc(OC)c(NC(=O)CCNS(=O)(=O)c2ccc3c(c2)oc(=O)n3C)cc1Cl	-7	-1.6	-11	-20	3	-1	-7	11
CSc1cccc(NC(=O)c2ccc(Cl)nc2)c1	-1	-1.6	15	-3	-4	4	-11	9
O=C(OCCCC(=O)N1CCOCC1)c1ccccc1	-4	0.3	4	-3	1	-1	-4	-6
Cn1c(COc2ccccc2)nnc1SCC(=O)NC1CCCC1	-2	1.1	13	-6	1	5	3	-8
COc1ccc(NS(=O)(=O)c2cn(C)c(=O)n(C)c2=O)cc1	2	-1.0	5	-3	1	-3	-4	4
O=C(CN(c1ccccn1)S(=O)(=O)c1ccc(F)cc1)Nc1ccc(F)cc1F	2	0.3	1	-4	2	-8	8	-24
(list continues)
SMILES	A3A deaminase	MPTP inh	CCR6 antag	APOBEC3G inh	NR3A LBD binder	EBI2 block	CXCR6 inh	Gli-Sufu block
Cc1cc(C)c2c(=O)[nH]c(SCC(=O)NCCc3ccccc3)nc2n1	-4	-1.3	6	-6	-1	-4	-8	4
Cc1ccc(S(=O)(=O)N2CCCCC2)cc1NC(=O)CSc1nccn1C	0	-2.0	6	-5	-1	-8	3	3
CC(C)(C)c1cc(NCc2ccccn2)n2ncc(-c3ccc(Cl)cc3)c2n1	-1	-3.2	-2	-6	13*	16	-9	-7
CCOC(=O)c1ccc(-n2c(CCC(=O)O)ccc2-c2ccccc2)cc1	-1	0.0	13	-7	0	-9	2	1
CCOc1nc2ccccc2nc1NS(=O)(=O)c1ccc(Cl)cc1	-5	-0.1	-6	-9	-1	-8	9	6
COc1ccc(C)cc1NC(=O)c1cc2c(CO)cnc(C)c2oc1=N	0	0.1	-3	-7	3	-4	2	2
O=C(CCn1cccc1)Nc1ccc(F)cc1	-6	1.0	-4	-6	1	-3	3	-6
CCN1C(=O)c2cccc3c(NC(=O)C4CCCCC4)ccc1c23	-4	0.5	19	-4	4	-2	7	14
COc1cccc(C(=O)NNC(=O)C(=O)N2CCCCC2)c1	1	-0.2	-7	-3	-1	-1	2	-4
COc1ccc(C2=NN(c3ccc(C=O)cc3)C(c3ccccc3)C2)cc1 (stereo not given)	-2	x	3	-5	1	x	x	-4
Cc1cc(C(=O)COC(=O)c2cccc(NS(C)(=O)=O)c2)c(C)n1CC1CCCO1 (stereo not given)	-1	4.0	-2	-5	1	-4	-4	6
CC(C)(C)C1=Nn2c(nnc2-c2ccco2)SC1	-2	-0.6	-8	-2	8	0	0	7
O=C(CNc1cccc([N+](=O)[O-])c1)NCCCc1ccccc1	-3	0.3	14	-11	-2	-1	8	-6
OC(CN1CCOCC1)Cn1c2ccccc2c2ccccc21 (stereo not given)	-4	-1.2	11	-3	-2	3	-10	3
CCOC(=O)c1c(-c2ccccc2)c[nH]c1C	x	0.5	3	x	-1	-2	-5	-26
CCCc1cc(=O)[nH]c(SCC(=O)NCCCC(=O)OCC)n1	1	0.3	2	1	0	-12	-11	-14
CCc1ccccc1NC(=O)c1ccc(S(=O)(=O)N2CCCC2)cc1	-2	-1.3	6	-4	-2	-1	6	-1

Three compounds out of the list above, sorted by their value in CXCR6 inh, highest first.
| Structure | A3A deaminase | MPTP inh | CCR6 antag | APOBEC3G inh | NR3A LBD binder | EBI2 block | CXCR6 inh |
| --- | --- | --- | --- | --- | --- | --- | --- |
| CCOc1nc2ccccc2nc1NS(=O)(=O)c1ccc(Cl)cc1 | -5 | -0.1 | -6 | -9 | -1 | -8 | 9 |
| Cc1ccc(S(=O)(=O)N2CCCCC2)cc1NC(=O)CSc1nccn1C | 0 | -2.0 | 6 | -5 | -1 | -8 | 3 |
| Cc1cc(C(=O)COC(=O)c2cccc(NS(C)(=O)=O)c2)c(C)n1CC1CCCO1 (stereo not given) | -1 | 4.0 | -2 | -5 | 1 | -4 | -4 |

No enrichment for hits; overall some 5.8% were active at least once.
